# Screens as filed in PubChem.
# FLuc counter: qHTS profiling assay for firefly luciferase inhibitor/activator using purifed enzyme and Km concentrations of substrates (counterscreen for miR-21 project). purified FLuc, Km substrates, luminescence inhibition. 6.9% of 360,000 active. AID 588342, 2011. Potency, µM (top dose mostly 57.5 µM), inactives show at the highest dose activity change, negative = inhibition, usual class: inhibitors. Luciferin 4-monooxygenase (Photinus pyralis), P08659;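 further: potency means the concentration at half of the fitted maximal effect; plate controls were vehicle for no effect and reference inhibitor for full effect; nearly all actives have a fitted effect of over 55% in size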
# Target sequence (P08659 whole entry, looked up): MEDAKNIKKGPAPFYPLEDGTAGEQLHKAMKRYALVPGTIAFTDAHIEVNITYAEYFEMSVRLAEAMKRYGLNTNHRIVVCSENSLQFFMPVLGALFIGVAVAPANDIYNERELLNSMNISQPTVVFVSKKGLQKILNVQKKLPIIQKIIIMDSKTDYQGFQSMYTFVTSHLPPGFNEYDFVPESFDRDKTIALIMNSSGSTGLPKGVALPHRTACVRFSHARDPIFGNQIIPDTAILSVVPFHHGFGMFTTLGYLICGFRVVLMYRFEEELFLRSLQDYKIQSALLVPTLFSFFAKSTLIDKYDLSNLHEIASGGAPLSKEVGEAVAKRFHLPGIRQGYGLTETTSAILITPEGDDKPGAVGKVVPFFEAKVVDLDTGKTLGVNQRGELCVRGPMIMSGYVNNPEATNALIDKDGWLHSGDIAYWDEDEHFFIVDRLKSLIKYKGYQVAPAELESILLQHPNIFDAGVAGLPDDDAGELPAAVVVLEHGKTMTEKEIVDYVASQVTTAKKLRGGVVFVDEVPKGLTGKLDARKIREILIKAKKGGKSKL
#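 Biochemical qHTS of compounds, final roughly 60 µM downward over six points, against 10 nM purified firefly luciferase using Km concentrations of substrates (10 uM D-luciferin, 10 uM ATP) in Tris acetate pH 7.5 buffer; luminescence output.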
# NPC1 promoter act: qHTS Assay for NPC1 Promoter Activators | 2.4% of 320,000 active | Potency, µM (titrated, usually from 9.22 µM), for inactives: top-dose activation, most hits filed as activators | Huh7 NPC1 promoter luciferase reporter, 24 h;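 further: potency means the concentration at half of the fitted maximal effect; % of control where 0% means no effect; nearly all actives have a fitted effect of over 60% in size; reporter is driven by a mutant NPC1 promoter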
#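 Compounds in DMSO were transferred onto Huh7 NPC1-luciferase reporter cells pre-incubated 2 h; after 24 h at 37 °C, Amplite reagent was dispensed and luminescence recorded 10 min later.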
# ELG1 genotox: qHTS screen for small molecules that induce genotoxicity in human embryonic kidney (HEK293T) cells expressing luciferase-tagged ELG1 | 1.3% of 330,000 active | Potency, µM (highest dose often 46 µM), without a hit: top-dose activity change, positive = activation, most hits filed as activators | AID 504466, 2011 | HEK293T ELG1-luciferase reporter, luminescence, 16 h; further: potency means the concentration at half of the fitted maximal effect; % of control where 0% means no effect; nearly all actives have a fitted effect of over 60% in size
#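 Cells (2,000/well) expressing the ELG1-luciferase fusion are dosed by pin tool and kept 16 hr at 37 °C, 5% CO2. Signal comes from ONE-Glo luciferase reagent after 30 min at room temperature.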
# ELG1 repair inh: qHTS screen for small molecules that inhibit ELG1-dependent DNA repair in human embryonic kidney (HEK293T) cells expressing luciferase-tagged ELG1; AID 504467, 2011; 2.3% of 330,000 active; Potency, µM (series often up to 46.1 µM), without a hit: at the highest dose activity change, negative = inhibition, most hits filed as inhibitors; HEK293T ELG1-luciferase reporter, luminescence, 16 h; DNA damage induced by 5-fluorouridine; further: potency means the concentration at half of the fitted maximal effect; on the % scale 0 is the no-effect control and ±100 the full control effect; nearly all actives have a fitted effect of over 55% in size
#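 DMSO vehicle served as the neutral condition. Each well held 2,000 cells given 5-fluorouridine plus compound; after 16 hr at 37 °C/5% CO2, ONE-Glo was added and luciferase measured 30 min later.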
# TRPV1 ag: HTS Assay for Compounds that Act as Agonists of the Vanilloid Receptor 1; AID 540275, 2011; activation, % at 8.33 µM; 0.19% of 320,000 active; TRPV1-expressing cells, Fluo-8 calcium influx, agonist mode; in the data active means activation above about 80%; inconclusive means between about 30% and that limit; further: 0% is about no effect
#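 Cells expressing TRPV1 were dye-loaded with Fluo-8 and read kinetically: 10 s baseline, 3 min after compound (agonist portion), then 2 min after EC20 capsaicin (allosteric enhancer portion). Calcium-bound dye fluorescence at 480/520 nm.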
# Rab9 promoter act: qHTS Assay for Rab9 Promoter Activators | 2.8% of 320,000 active | Potency, µM (doses to about 9.22 µM), inactives show at the top dose activation, negative = inhibition, most hits filed as activators | Huh7 Rab9 promoter-luciferase reporter, luminescence, 24 h; further: potency means the concentration at half of the fitted maximal effect; % of control where 0% means no effect; nearly all actives have a fitted effect of over 60% in size
#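 Huh7 reporter line, Rab9 promoter upstream of luciferase. Compound exposure 24 h at 37 °C in reduced-serum medium with 10% FBS. Read-out: luminescence.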
# RORgamma inh: qHTS for inhibitors of ROR gamma transcriptional activity; Drosophila S2 Gal4-RORgamma UAS-luciferase reporter, 20 h; Potency, µM (top dose mostly 53.6 µM), for the others: top-dose activity change, negative = inhibition, most hits filed as inhibitors; 5.4% of 310,000 active; AID 2551, 2010; further: potency means the concentration at half of the fitted maximal effect; on the % scale 0 is the no-effect control and ±100 the full control effect; nearly all actives have a fitted effect of over 60% in size
#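 Luciferase reporter read in Schneider cells carrying Gal4-RORγ (mouse) and UAS-Photinus luciferase; cells given compound 1 h before 700 uM copper sulfate induction, then incubated 20 h at ambient temperature.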
# p53 reactivation: qHTS assay for re-activators of p53 using a Luc reporter; 0.063% of 320,000 active; H1299 p53-A138V BP100-luciferase reporter, luminescence, 24 h; Potency, µM (highest dose often 92.2 µM), inactives show at the top dose activity change, positive = activation, actives largely listed as activators; further: potency means the concentration at half of the fitted maximal effect; % of control where 0% means no effect; nearly all actives have a fitted effect of over 45% in size
#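 p53-null H1299 cells stably carrying temperature-sensitive p53-A138V and a BP100-luciferase reporter were pinned with compounds (4-point, 1:5 series) and held 24 hrs at 37 deg C. Luminescence was read 10 min after detection reagent.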
# Tb PFK inh: qHTS Assay to Find Inhibitors of T. brucei phosphofructokinase | T. brucei PFK, ADP-Glo luminescence | AID 485367, 2010 | Potency, µM (titrated, usually from 57.5 µM), inactives show top-dose activity, negative = inhibition, actives largely listed as inhibitors | 0.17% of 330,000 active;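 further: potency means the concentration at half of the fitted maximal effect; 0% = uninhibited 1x PFK enzyme wells and -100% = no-enzyme wells; nearly all actives have a fitted effect of over 60% in size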
# Target sequence (O15648 whole entry, looked up): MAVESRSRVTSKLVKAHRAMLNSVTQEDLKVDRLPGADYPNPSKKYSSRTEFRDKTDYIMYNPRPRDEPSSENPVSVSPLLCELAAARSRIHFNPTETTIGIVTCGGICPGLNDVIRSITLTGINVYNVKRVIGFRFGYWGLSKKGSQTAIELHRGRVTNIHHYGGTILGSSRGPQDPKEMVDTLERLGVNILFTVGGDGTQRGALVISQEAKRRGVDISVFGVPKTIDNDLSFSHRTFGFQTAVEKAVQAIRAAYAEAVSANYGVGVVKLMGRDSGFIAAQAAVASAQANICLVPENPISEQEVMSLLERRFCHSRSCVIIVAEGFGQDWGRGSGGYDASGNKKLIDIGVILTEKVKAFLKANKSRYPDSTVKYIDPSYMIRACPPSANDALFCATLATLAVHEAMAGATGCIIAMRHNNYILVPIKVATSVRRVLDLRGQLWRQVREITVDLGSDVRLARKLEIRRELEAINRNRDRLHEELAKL
#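 In TEA buffer at pH 8.0 with 5 mM MgCl2, enzyme (1.25 nM) converted F6P (0.5 mM) and ATP (0.1 mM) for 45 min at room temperature. ADP product was read by luciferase luminescence.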
# Gal4-VP16 FLuc: VP16 counterscreen qHTS for inhibitors of ROR gamma transcriptional activity; 3.5% of 310,000 active; Potency, µM (top dose mostly 53.6 µM), for the others: top-dose activity, negative = inhibition, hits mostly inhibitors; AID 2546, 2010; Drosophila S2 Gal4-VP16 UAS-luciferase, luminescence, 20 h;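 further: Gal4-VP16 expression switched on by copper sulfate through the metallothionein promoter; potency means the concentration at half of the fitted maximal effect; on the % scale 0 is the no-effect control and ±100 the full control effect; nearly all actives have a fitted effect of over 50% in size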
# BRCA1 expr up: qHTS Assay to Identify Small Molecule Activators of BRCA1 Expression | Potency, µM (series often up to 46.1 µM), for the others: at the top dose activation, usual class: activators | 1.1% of 380,000 active | MCF7-BRCA1-FFLuc reporter, luminescence, 48 h; response scale: scaled: vehicle 0%, 10 µM genistein 100%; further: potency means the concentration at half of the fitted maximal effect; nearly all actives have a fitted effect of over 80% in size; some results filed as inactive show a strong effect at the top dose
#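 Using MCF7 cells harboring a BRCA1 firefly luciferase reporter, plated 2 h before compound pinning, the screen measured luminescence after 48 h incubation. Responses were normalized to DMSO and 10 microM genistein, then fitted for concentration-effect.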
# * hit, by the source's call; ? = inconclusive; / = no result given; & = joins results of further samples; [ ] = dose if it differs, or a comment. Unless noted, the call rests on the fitted dose curve; in most records, active means well fitted curve in the direction sought with a large enough effect; inconclusive means small, poorly fitted or top-dose-only effect, or another doubt; inactive means no such curve, though single readings can be large; an effect the other way counts as inactive or inconclusive. Rows are unselected. Share with any hit: about 15%.
SMILES,FLuc counter,NPC1 promoter act,ELG1 genotox,ELG1 repair inh,TRPV1 ag,Rab9 promoter act,RORgamma inh,p53 reactivation,Tb PFK inh,Gal4-VP16 FLuc,BRCA1 expr up
S=C(Nc1cccnc1)N1CCCCC1,0.2%,0.6%,-2.5%,-2.7%,5.0,11.7%,30.8%,-3.3%,3.3%,-0.6%,1.4%
COc1ccc(C(=O)COC(=O)Cc2c[nH]c3ccccc23)c(OC)c1,-25.4%,-0.5%,6.3%,0.3%,3.8,-6.1%,/,-0.2%,-2.5%,/,-12.3%
COC(=O)c1c(-c2ccc(OC)cc2)sc2ccc(-c3ccc4c(c3)OCO4)cc12,/,/,-0.2%,2.2%,/,/,/,-4.9%,-4.2%,/,0.0%
CCC(c1nnnn1Cc1ccccc1)N1CCN(C(=O)c2ccco2)CC1 (centres undefined),5.7%,0.5%,-0.7%,3.7%,11.3,0.3%,19.4%[10 µM],-0.6%,-0.8%,8.2%,-16.4%
Cc1ccccc1CN1CCc2c(OCC(=O)N3CCCc4ccccc43)cccc2C1=O,2.9%,-1.0%,-14.1%,?,-0.8,-7.2%,?,-0.9%,-4.5%,?,-79.8%
COC(=O)CCn1nnc(-c2ccc(C(C)C)cc2)n1,12µM*,-18.5%,-5.1%,?,1.8,-27.9%,-14.4%,-13.6%,5.8%,-11.4%,-77.9%
O=S(=O)(NCc1ccco1)c1ccc(Cl)cc1Cl,2.6%,-1.5%,-1.2%,12.4%,-1.8,0.9%,-9.8%,6.5%,1.0%,-3.2%,-19.1%
Cc1ccccc1NC(=S)N/N=C1\CC(C)(C)Oc2ccc(O)cc21,0.7%,-3.3%,-7.6%,?,1.5,-5.9%,?,-3.8%,-0.7%,-7.9%,-14.8%
O=C1OC(/C=C/c2ccccc2)=NC/1=C/c1ccco1,?,-1.7%,1.9%,15.7%,-2.5,-4.8%,-3.3%,5.1%,8.2%,-5.7%,12.7%
Fc1ccccc1Cn1nnc(-c2ccc3c(c2)OCO3)n1,2.13µM*,2µM*,?,?,25.0,1.12µM*,13.4%,?,1.3%,-12.4%,?
CCOC(=O)C1=C(C)N=c2s/c(=C\c3cccc(OCC(=O)O)c3)c(=O)n2C1c1ccccc1OC (centres undefined),1.7%,-6.5%,-1.0%,-3.7%,-0.1,9.2%,16.1%,-5.9%,-1.3%,-2.5%,6.8%
O=C(COc1ccccc1)NCCc1cn2ccsc2n1,-0.1%,-0.8%,-7.2%,7.3%,0.5,5.1%,-10.4%,0.1%,1.0%,-5.9%,-1.8%
Cc1cccc(C(=O)NCCc2nnc(SCC(=O)Nc3cccc(C(=O)O)c3)n2C)c1,-16.7%,-0.8%,-3.5%,11.6%,-1.8,2.9%,2.2%,3.0%,-1.9%,0.8%,1.2%
COc1ccccc1NC(=O)C1CCCN(S(=O)(=O)c2ccc3[nH]c(=O)ccc3c2)C1 (centres undefined),-0.6%,-4.9%,3.3%,-2.4%,28.0,2.6%,-30.1%,/,-0.9%,-0.4%,8.3%
CCOCCCNC(=S)Nc1ccc2nc(N3CCOCC3)cc(C)c2c1,1.4%,-1.0%,-0.6%,6.3%,0.7,-2.7%,-94.6%,-0.7%,-9.8%,?,1.2%
O=C(NC1CCN(Cc2ccc(F)cc2)CC1)c1ccccc1,0.2%,-5.8%,-0.2%,9.3%,0.9,3.2%,-14.1%,-4.4%,-5.4%,-4.9%,0.3%
CCCc1nnc(SCC(=O)N2CCOCC2)n1CCCOC,-0.1%,1.6%,-0.9%,0.3%,2.8,4.7%,-2.5%[10 µM],15.9%,-0.3%,2.2%,27.4%
Cc1cc2c(cc1C)C(c1ccccc1Br)CC(=O)N2 (centres undefined),2.3%,0.5%,0.2%,-16.4%,?,0.0%,-10.3%,9.2%,0.9%,4.6%,-99.0%
COc1cc(NC(=O)COc2ccc(Br)cc2)ccc1NC(=O)C(C)C,7.1%,-3.5%,-12.8%,-8.5%,-1.9,0.8%,-16.9%,4.3%,2.9%,-3.1%[10 µM],-16.1%
Cc1cc(S(=O)(=O)N2CCN(c3ccccc3F)CC2)ccc1-n1cnnn1,1.3%,-3.7%,-11.8%,-11.5%,?,4.3%,?,4.1%,-4.6%,-23.2%,-9.3%
Cc1ccc(C(=O)CSc2nnc3c4ccccc4nc(Cc4ccccc4)n23)cc1,0.6%,-3.6%,-3.8%,-0.1%,-4.8,-15.9%,23.3%,0.4%,-0.8%,?,-10.9%
CN(/N=C/c1ccc(N(C)C)cc1)C1=NS(=O)(=O)c2ccccc21,1.3%,-28.3%,-0.8%,-3.0%,4.4,-6.9%,-8.2%,-7.1%,-6.0%,-13.6%,-19.5%
COC(=O)c1sccc1NC(=O)c1ccncc1,-1.4%,4.9%,7.4%,5.9%,-2.3,1.6%,-12.0%,2.3%,3.0%,-0.8%,-13.5%
CN(C)S(=O)(=O)c1cccc(NC(=O)CNC2CCCCC2)c1,-3.2%,-0.2%,-1.0%,-19.3%,7.8,1.3%,-0.4%,-3.0%,-1.6%,-1.0%,0.7%
Cc1ccc(NC(=O)Cn2cncc2-c2ccc([N+](=O)[O-])cc2)cc1C,-2.8%,-5.8%,1.4%,13.4%,-2.1,6.1%,-9.6%,2.1%,-11.5%,-0.4%,-14.4%
COC(=O)[C@@H]1CC[C@H](C)[C@@H](c2ccc(C)cc2)N1C(=O)c1ccc(/C=N/O[C@H](C)c2cn([C@@H]3COC[C@H]3O)nn2)cc1,2.1%,-2.2%,0.7%,-18.6%,5.6,2.9%,4.7%,-2.3%,-2.7%,8.4%,/
O=C(CCn1c(=O)c2ccccc2n(CC(=O)NC2CCCC2)c1=O)NCCc1ccc(Cl)cc1,-0.6%,-0.8%,4.1%,5.5%,1.0,1.2%,14.1%,7.9%,0.8%,10.1%,4.4%
Fc1cccc(Cc2noc(CN3CCSCC3)n2)c1,0.2%,7.8%,1.7%,16.0%,10.0,8.7%,-30.0%,3.5%,-2.5%,-4.0%,15.5%
C=CCNC(=O)C1CCN(c2cnccn2)CC1,-2.2%,0.8%,-2.7%,-10.8%,-0.1,12.7%,-1.1%,-1.5%,-4.7%,0.0%,-5.0%
COc1ccc(C)cc1NC(=O)CN1CCCN(S(=O)(=O)c2ccc(Br)cc2)CC1,4.3%&5.1%,-1.6%,-20.9%,0.0%,1.5,-0.2%,10.8%,1.1%,8.6%,-0.8%,-47.4%
Clc1cccc(C[n+]2cc(-c3ccccc3)n3c2CCC3)c1,-6.6%,-4.3%,-6.8%,-8.2%,-0.6,-8.3%,35.5%,12.3%,?,-21.5%,-54.0%
CC(=O)Nc1c2c(nn1-c1ccccc1)CSC2,-0.1%,-0.5%,-0.2%[9.26 µM],9.7%,0.5,-2.0%,2.5%,0.9%,1.9%,-10.4%,3.7%
CC(=O)c1c(O)cc(=O)n(-c2ccccc2)c1-c1cccc2ccccc12,-1.6%,-1.9%,0.2%,9.8%,/,-1.4%,42.4%,2.8%,-6.4%,9.9%,7.3%
Cc1nc2ccccc2c(=O)n1NC(=O)/C=C/c1ccc(Br)cc1,0.8%,-3.7%,-0.7%,2.3%,10.0,0.2%,28.3%,5.5%,3.8%,-8.8%,-21.3%
Cc1ccccc1NC(=S)N1CCOCC1,5.3%,1.1%,-0.5%,9.6%,-1.6,-3.7%,-6.0%,4.5%,-2.7%,-8.7%,-7.1%
COc1ccc(CN2CCc3c([nH]c4ccccc34)C2)c(OC)c1C,0.1%,-6.7%,-10.9%,-13.9%,13.5,-15.7%,14.6%,/,0.6%,-4.2%,-46.3%
COCCn1c(SCC(=O)NC2CCCCC2)nnc1-c1ccco1,1.1%,2.1%,4.5%,-3.2%,-1.2,-1.7%,14.3%,-0.7%,-4.0%,4.0%,-8.8%
COc1ccc(CNC(=O)Cn2cncn2)cc1OC,-1.8%,-2.3%,-5.0%,6.5%,-1.8,-3.9%,2.4%,-2.1%,-1.7%,-2.8%,-53.4%
